From PubChem
CD40 NFkB inh: CD40 pathway inhibition in BL2 cells. inhibition, % at 10 µM. AID 1053188. BL2 NF-kB luciferase reporter, CD40L-induced, 4 h. 83,000 compounds, 0.94% hits;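 active = mean inhibition of at least 50% with a set share of replicates also reaching that level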;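 note: 0% = neutral control wells and 100% = IKK inhibitor VII at 50 µM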
An asterisk follows results filed as active; & = joins results of further samples; [ ] = remark or other dose. Some of the compounds tested; the hit share may differ from the screen's.

structure | CD40 NFkB inh
CCS(=O)(=O)CCSP(=O)(OC)OC | 4.2
Nc1ccc(-c2ccc(N)cc2)cc1 | -20.7
CCOC(=O)C1(CCc2ccccc2)CCN(Cc2ccc(NC(C)=O)cc2)CC1 | 7.1
Cc1nn(Cc2ccccc2)c(C)c1C(=O)O | 4.0
COc1ccc(OC(=O)N(C)C)c(CN(C)C)c1 | 6.8
COC(=O)[C@H]1[C@H](CO)[C@H]2Cn3c(ccc(-c4cccc(F)c4)c3=O)[C@@H]1N2C(=O)CC1CC1 | 2.3[25 µM]
CCOP(=O)(Nc1ccc2c(c1)C(=NNC(N)=S)c1ccccc1-2)OCC | -31.8
c1cc2c(cc1[C@H]1OC[C@H]3[C@@H]1CO[C@@H]3c1ccc3c(c1)OCO3)OCO2 | 7.5
O=C(Nc1ccc(OC(=O)N2CCCC2)cc1)N1CCOCC1 | -4.0
O=C(Cc1ccncc1)N1CCCCN2[C@@H](CO)[C@H](c3ccc(C#Cc4ccccc4F)cc3)[C@@H]2C1 | -2.1[25 µM]
CCCN1CCCC2Cc3[nH]ncc3CC21 (centres undefined) | 9.3[25 µM]
COc1ccc(C(SCC(NC(=O)OCc2ccccc2)C(=O)O)c2ccc(OC)cc2)cc1 (centres undefined) | -21.4
CC(=O)C1C(N2CC2)CC2C3CC=C4CC(O)CCC4(C)C3CCC21C (centres undefined) | 7.2
N#Cc1ccccc1OCC(=O)N1CCN(CC(=O)Nc2ccc(F)cc2)CC1 | -0.5
Cc1nccn1Cc1ccc(Cl)nc1 | 9.1
Cc1ccc(C(=O)c2cc(Br)ccc2N)cc1 | -64.7
O=C(CCN1CC=C(c2ccccc2)CC1)NCc1ccccc1 | -5.5
CN1CN(c2cccc([N+](=O)[O-])c2)CN=C1N[N+](=O)[O-] | -0.8
Nc1ccncc1 | -1.1
CCOc1ccc(N2C(=O)NC(=O)/C(=C\c3cc(OC)c(OC)cc3[N+](=O)[O-])C2=O)cc1 | -20.4
CCN1CCN(C(=O)COc2ccc(S(=O)(=O)NC(C)C)cc2)CC1 | 3.4
O=C1NC(=O)C(CCc2ccncc2)(CCc2ccncc2)C(=O)N1C1CCCCC1 | 4.1
COc1cccc(-c2ccc([C@@H]3[C@@H](CO)N4CCCCN(C(=O)Cc5ccncc5)C[C@H]34)cc2)c1 | 1.5[25 µM]
CCN(CC)C(=O)N[C@H]1C[C@@H]2c3cccc4[nH]cc(c34)C[C@H]2N(C)C1 | -26.2
Cc1nc2ccc(N3CCN(C)CC3)cc2nc1C | -20.7
COc1cccc(-c2ccc([C@H]3[C@H]4CN(C(=O)Cc5ccncc5)CCCCN4[C@H]3CO)cc2)c1 | 10.9[25 µM]
NCC1(c2ccc3c(c2)OCCO3)CCCC1 | -1.4&21.8
COc1ccc2c(CN3CC=C(c4ccccc4)CC3)cc(=O)oc2c1 | -29.1
CN1CCC(C)(O)C2CCCCC21 (centres undefined) | 23.8
Oc1ccc(Cl)c(Cl)c1Cl | 24.1
N#Cc1c(Oc2cccc(OS(=O)(=O)CCCC(F)(F)F)c2)cccc1C(F)(F)F | 37.1[25 µM]
CCCCCc1cc(O)c2c3c(c(=O)oc2c1)CN(C)CC3 | -8.8
OC(c1ccccc1)(c1ccccc1)C1CN2CCC1CC2 (centres undefined) | 14.5
COc1ccccc1OCC#CCN1CCOCC1 | 1.3
CN(C)C(=O)Nc1cccc(OC(=O)N(C)C)c1 | 10.6
CC(=O)N1C[C@@H]2C(c3ccc(Br)cc3)[C@H](C1)N2C (some centres undefined) | 2.7&-3.1
CC1CN=C(NCc2ccncc2)S1 (centres undefined) | 3.1
O=C1NC(=O)C2(Cc3ccccc3N3CCCC32)C(=O)N1c1ccccc1 (centres undefined) | 0.3
CCc1c(C(=O)OC)ncc2[nH]c3cc(OC)c(OC)cc3c12 | -6.0[25 µM]
O=C(Cc1ccc(Cl)cc1)NCCN1CCN(C(=O)Cc2ccc(Cl)cc2)CC1 | 2.0
CC(C)(C)C(=O)O[C@H]1CC[C@@]2(C)C(=CC(=O)C3C2CC[C@]2(C)C(=O)[C@@H](F)CC32)C1 (some centres undefined) | 8.5
CCCn1ncc(C(=O)O)c1C | 5.3
CN1CCN2c3ccccc3CC3(C(=O)N(C)C(=O)N(C)C3=O)C2C1 (centres undefined) | 11.2
O=C(Cc1ccccn1)N1CCCCN2[C@@H](CO)[C@@H](c3ccc(-c4ccccc4F)cc3)[C@@H]2C1 | 15.0[25 µM]
O=C(O)C1(c2ccc(Cl)cc2)CCC1 | -5.6
O=C(COc1ccc2ccccc2c1)N1CCN(Cc2c[nH]c3ccccc23)CC1 | 3.4
COc1ccc(OC(=O)N(C)C[C@H]2OCc3ccccc3-c3c(n(C)c4ccccc34)C(=O)N([C@@H](C)CO)C[C@@H]2C)cc1 | 14.6
C[C@]12CC[C@H](O)CC1=CC(=O)C1C2CC[C@]2(C)C(=O)CCC12 (some centres undefined) | -11.6
CN(C(=O)CN1CC=C(c2ccccc2)CC1)c1c(N)n(Cc2ccccc2)c(=O)[nH]c1=O | 6.6
O=[N+]([O-])c1ccc(NC2CCN(Cc3ccccc3)CC2)c2ccncc12 | 34.3

Entries above with bromine (two):
structure | CD40 NFkB inh
Cc1ccc(C(=O)c2cc(Br)ccc2N)cc1 | -64.7
CC(=O)N1C[C@@H]2C(c3ccc(Br)cc3)[C@H](C1)N2C (some centres undefined) | 2.7&-3.1

Five neighbouring entries from above:
structure | CD40 NFkB inh
CC(C)(C)C(=O)O[C@H]1CC[C@@]2(C)C(=CC(=O)C3C2CC[C@]2(C)C(=O)[C@@H](F)CC32)C1 (some centres undefined) | 8.5
CCCn1ncc(C(=O)O)c1C | 5.3
CN1CCN2c3ccccc3CC3(C(=O)N(C)C(=O)N(C)C3=O)C2C1 (centres undefined) | 11.2
O=C(Cc1ccccn1)N1CCCCN2[C@@H](CO)[C@@H](c3ccc(-c4ccccc4F)cc3)[C@@H]2C1 | 15.0[25 µM]
O=C(O)C1(c2ccc(Cl)cc2)CCC1 | -5.6

Following part.
structure | CD40 NFkB inh
Cc1nnc2n1-c1sc(CCC(=O)N3CCOCC3)cc1C(c1ccccc1Cl)=NC2 | 0.8[25 µM]
CN1[C@@H]2CC[C@H]1CC(OC1c3ccccc3CCc3ccccc31)C2 (some centres undefined) | 15.6
O=C(O)[C@H]1[C@H](CO)[C@H]2Cn3c(ccc(-c4ccc(F)cc4)c3=O)[C@@H]1N2CC1CCCC1 | 6.9
CC1(C(O)(C#CCN2CCCCC2)c2ccccc2)CCCC1 (centres undefined) | 9.4
CC(=O)OC1C2CCC1C(N1CCCC1)CC2 (centres undefined) | 0.6
CCCNC(=O)N1[C@@H]2c3ccc(-c4ccccc4OC)c(=O)n3C[C@H]1[C@H](CO)[C@H]2C(=O)OC | -1.3[25 µM]
O=S(=O)(c1ccccc1)N1CCCCC1c1cccnc1 (centres undefined) | 1.3
CC1C(c2ccccc2)OCCN1C (centres undefined) | 1.2
C(#CCN1CCOCC1)COCc1ccccc1 | -0.4
O=c1[nH]c(CN2CCNCC2)nc2ccccc12 | 4.8
C/C=C/c1ccc(C2[C@H]3CNC[C@@H]2N3CC2CC2)cc1 (some centres undefined) | -4.5[25 µM]
CN1CC(C(=O)c2cccs2)C(c2ccc(Cl)cc2)C1 (centres undefined) | 3.3
CC(CCN1CC1)=NNC(=O)Nc1cccc2ccccc12 | -47.5
CN(C)C(=O)On1c(-c2ccccc2)nc2ccc(Cl)cc21 | -44.2
Cc1ccc2c(c1)c(=O)c1c3n2CCN(CC#N)C3CC1 (centres undefined) | 10.8
CN1CCN(c2ccc([N+](=O)[O-])c3cccnc23)CC1 | 4.8
CC(C)C1(C)N=C(c2nc3ccccc3cc2C(=O)O)NC1=O (centres undefined) | 4.7
c1ccc2c(c1)[nH]c1cnccc12 | -9.2
COc1ccc(CN2CCN(C(=O)Cc3ccccc3)CC2)cc1OC | 6.3
Cc1ccc(OC(=O)N(C)C[C@H]2OCc3cnnn3CCCC(=O)N([C@@H](C)CO)C[C@@H]2C)cc1 | 10.6[25 µM]

Pulled by compound from the entries so far (5):
structure | CD40 NFkB inh
CN1CCN(c2ccc([N+](=O)[O-])c3cccnc23)CC1 | 4.8
Cc1ccc2c(c1)c(=O)c1c3n2CCN(CC#N)C3CC1 (centres undefined) | 10.8
Cc1ccc(OC(=O)N(C)C[C@H]2OCc3cnnn3CCCC(=O)N([C@@H](C)CO)C[C@@H]2C)cc1 | 10.6[25 µM]
c1ccc2c(c1)[nH]c1cnccc12 | -9.2
COc1ccc(CN2CCN(C(=O)Cc3ccccc3)CC2)cc1OC | 6.3

The listing continues.
structure | CD40 NFkB inh
O=C1CC(c2cccnc2)=NN1c1ccc(Cl)cc1Cl | -1.8
C/C=C/c1ccc(C2[C@H]3CNC[C@@H]2N3CC2CCCCC2)cc1 (some centres undefined) | -1.3
CCCNC(=O)N1[C@@H]2Cn3c(ccc(-c4ccccc4OC)c3=O)[C@H]1[C@@H](C(=O)OC)[C@@H]2CO | -6.0[25 µM]
NC(=O)Nc1cccc(C(F)(F)F)c1 | -0.8
CC1=C(/C=C/c2ccccc2)CCN(C)C1 | -22.0
O=[N+]([O-])NC1=NCCN1Cc1ccc(Cl)nc1 | -6.6
O=[N+]([O-])c1[nH]cnc1Br | -9.4
O=C(Cc1ccccn1)N1CCCCN2[C@H](CO)[C@@H](c3ccc(-c4ccccc4F)cc3)[C@@H]2C1 | 21.2[25 µM]
CCN(CCCl)c1cc(CN(C)C)cc(NC(=O)c2ccc(C(=O)Nc3cc(CN(C)C)cc(N(CC)CCCl)c3)cc2)c1 | 108.0*
O=C(c1ccc2c(c1)OCO2)C1CCCN(CC2CCCCC2)C1 (centres undefined) | 8.6
O=C(CCN1C(=O)COc2ccccc21)N1CCC2(CC1)OCCO2 | -4.1
NCCc1cccc(O)c1 | 10.2[25 µM]
NC1(c2ccccc2Cl)CCCCC1=O (centres undefined) | -10.7[25 µM]
CN1CCc2nc(N)c(C#N)c(-c3ccccc3)c2C1 | 9.6
c1cc(C2N3CCCN2CC3)ccn1 (centres undefined) | 9.0
COc1ccc(OC(=O)N(C)C[C@@H]2OCc3cnnn3CCCC(=O)N([C@H](C)CO)C[C@H]2C)cc1 | 0.9
CCOc1ccc([N+](=O)[O-])cc1CNCCc1ccccc1 | -11.6
CC(C)NC(=O)N1C[C@@H]2C(c3ccccc3)[C@H](C1)N2CC1CC1 (some centres undefined) | -3.5&-0.1
CN(C)c1ccc(C=C2C(=O)NC(=S)NC2=O)cc1 | 3.1
CC1=CC(O)C(O)C2(C)C1CC1OC(=O)CC3C(C)C(O)C(=O)C2C13CO (centres undefined) | 33.1
CC(C)CN(CC(C)C)C(=O)C1C2c3ccccc3C(c3ccccc32)C1C(=O)O (centres undefined) | 17.9
